ROC1-CUL1 inh – blocks human RBX1-Cullin-1 di-ubiquitin formation; AID 1347404; inhibition, % at 10 µM; hit rate 0.6% among 140,000; in vitro K48 di-Ub FRET, acceptor:donor ratio, 45 min; P62877+Q13616; in the data active = inhibition above about 25%
Target sequence (P62877 whole entry, looked up): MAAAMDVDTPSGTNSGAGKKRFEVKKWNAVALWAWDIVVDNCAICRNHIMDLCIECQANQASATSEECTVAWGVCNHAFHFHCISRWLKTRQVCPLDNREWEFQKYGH
Target sequence (Q13616 whole entry, looked up): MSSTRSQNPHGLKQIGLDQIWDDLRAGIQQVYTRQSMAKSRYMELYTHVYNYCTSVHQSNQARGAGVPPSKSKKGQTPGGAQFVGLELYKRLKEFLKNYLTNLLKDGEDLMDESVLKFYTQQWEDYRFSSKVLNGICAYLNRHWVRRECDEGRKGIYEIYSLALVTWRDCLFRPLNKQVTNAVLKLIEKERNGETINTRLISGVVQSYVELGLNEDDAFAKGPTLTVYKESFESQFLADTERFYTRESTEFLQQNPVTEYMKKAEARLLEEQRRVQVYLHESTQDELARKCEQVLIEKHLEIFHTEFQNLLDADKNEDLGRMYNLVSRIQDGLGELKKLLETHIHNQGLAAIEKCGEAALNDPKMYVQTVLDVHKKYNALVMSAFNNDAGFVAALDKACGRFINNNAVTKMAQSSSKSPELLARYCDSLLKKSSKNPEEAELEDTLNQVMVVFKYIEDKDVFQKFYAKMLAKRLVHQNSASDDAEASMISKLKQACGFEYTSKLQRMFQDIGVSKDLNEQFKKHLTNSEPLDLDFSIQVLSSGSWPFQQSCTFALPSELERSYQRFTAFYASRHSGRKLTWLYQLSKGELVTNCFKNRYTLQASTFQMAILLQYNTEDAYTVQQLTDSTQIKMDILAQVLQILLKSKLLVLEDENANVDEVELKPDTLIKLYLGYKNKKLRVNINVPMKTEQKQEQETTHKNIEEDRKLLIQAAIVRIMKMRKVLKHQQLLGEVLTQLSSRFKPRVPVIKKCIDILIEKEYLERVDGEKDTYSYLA
An asterisk follows results filed as active.

Start of the data: the first 23 entries as a preview:
SMILES | ROC1-CUL1 inh
COc1ccc(C(=O)NC2CCCCC2)cc1S(=O)(=O)N1CCCCC1 | 10
CCOc1cc(C2NC(=O)N=C(C)C2C(=O)Nc2ccc(Cl)cc2)ccc1O (stereo not given) | 11
CC(=O)Nc1cccc(Oc2ncnc3scc(-c4ccc(C(C)C)cc4)c23)c1 | -2
O=C(NC(NC(=S)Nc1ccccn1)C(Cl)(Cl)Cl)c1cccc2ccccc12 (stereo not given) | -5
CCc1ccccc1NS(=O)(=O)Cc1cccc(C)c1 | 0
Cc1ccc(C(=O)COC(=O)c2cccc(Oc3cccc(C#N)c3C#N)c2)cc1C | 2
COc1ccc(S(=O)(=O)N(C(C)=O)c2ccc3oc4c(c3c2)CCCC4)cc1 | -11
O=C(Oc1ccc(I)cc1)c1cc(Cl)nc2ccccc12 | -5
O=C(CSc1nnc(-c2cccnc2)n1CCN1CCCCC1)Nc1cccc(Cl)c1 | 1
N#CC1C(O)C2CC1C1C3N=NC(C4C=CCC43)C21 (stereo not given) | 4
CC(=S)c1c(C)cc2c(C)cccn12 | 5
COc1ccccc1CCNC(=O)Cc1ccc(N2CCC(NCCc3cccs3)CC2)cc1 | 1
O=C(Cn1ccc2cc(S(=O)(=O)N3CCCCCC3)ccc21)NCc1ccccc1Cl | -14
CCN1C(=O)C2(OCCCO2)c2cccc(Cl)c21 | 15
CC(C)CCCC1CN(C(=O)c2cnc[nH]2)CCO1 (stereo not given) | 2
Cc1sc2nc(SCC(=O)Nc3cccc(Cl)c3C)n(Cc3ccco3)c(=O)c2c1C | 0
Cc1ccc(-c2nn3c(N)c(C=C4C=Nc5ccccc54)c(=O)nc3s2)cc1 | 2
Cn1cnc2c(=O)oc3ccc(S(=O)(=O)N4CCN(c5ccccc5F)CC4)cc3c21 | -4
Cc1ccc(S(=O)(=O)N2CCN(c3ccc(Cl)c(Cl)c3)CC2)c(C)c1 | -3
CCOC(=O)c1ccc(C)c(NC(=O)CN2CCCCC2)c1 | 0
CCc1ccc2c(c1)=C(c1sc(N(C)c3ccc(Cl)cc3)nc1O)C(=O)N=2 | 0
CC(=O)N1CCCC(CCc2ccccc2C)C1 (stereo not given) | -3
CCC1(CC)CC1C(=O)N1CCc2c(C(=O)NCc3ccc4c(c3)OCO4)c(OC)cc(=O)n2CC1 (stereo not given) | 1

The listing, from the start:
SMILES | ROC1-CUL1 inh
COc1ccc(C(=O)NC2CCCCC2)cc1S(=O)(=O)N1CCCCC1 | 10
CCOc1cc(C2NC(=O)N=C(C)C2C(=O)Nc2ccc(Cl)cc2)ccc1O (stereo not given) | 11
CC(=O)Nc1cccc(Oc2ncnc3scc(-c4ccc(C(C)C)cc4)c23)c1 | -2
O=C(NC(NC(=S)Nc1ccccn1)C(Cl)(Cl)Cl)c1cccc2ccccc12 (stereo not given) | -5
CCc1ccccc1NS(=O)(=O)Cc1cccc(C)c1 | 0
Cc1ccc(C(=O)COC(=O)c2cccc(Oc3cccc(C#N)c3C#N)c2)cc1C | 2
COc1ccc(S(=O)(=O)N(C(C)=O)c2ccc3oc4c(c3c2)CCCC4)cc1 | -11
O=C(Oc1ccc(I)cc1)c1cc(Cl)nc2ccccc12 | -5
O=C(CSc1nnc(-c2cccnc2)n1CCN1CCCCC1)Nc1cccc(Cl)c1 | 1
N#CC1C(O)C2CC1C1C3N=NC(C4C=CCC43)C21 (stereo not given) | 4
CC(=S)c1c(C)cc2c(C)cccn12 | 5
COc1ccccc1CCNC(=O)Cc1ccc(N2CCC(NCCc3cccs3)CC2)cc1 | 1
O=C(Cn1ccc2cc(S(=O)(=O)N3CCCCCC3)ccc21)NCc1ccccc1Cl | -14
CCN1C(=O)C2(OCCCO2)c2cccc(Cl)c21 | 15
CC(C)CCCC1CN(C(=O)c2cnc[nH]2)CCO1 (stereo not given) | 2
Cc1sc2nc(SCC(=O)Nc3cccc(Cl)c3C)n(Cc3ccco3)c(=O)c2c1C | 0
Cc1ccc(-c2nn3c(N)c(C=C4C=Nc5ccccc54)c(=O)nc3s2)cc1 | 2
Cn1cnc2c(=O)oc3ccc(S(=O)(=O)N4CCN(c5ccccc5F)CC4)cc3c21 | -4
Cc1ccc(S(=O)(=O)N2CCN(c3ccc(Cl)c(Cl)c3)CC2)c(C)c1 | -3
CCOC(=O)c1ccc(C)c(NC(=O)CN2CCCCC2)c1 | 0

Two of the compounds above, with values ahead of the structure:
ROC1-CUL1 inh,compound
1,COc1ccccc1CCNC(=O)Cc1ccc(N2CCC(NCCc3cccs3)CC2)cc1
5,CC(=S)c1c(C)cc2c(C)cccn12

The list continues:
SMILES | ROC1-CUL1 inh
CCc1ccc2c(c1)=C(c1sc(N(C)c3ccc(Cl)cc3)nc1O)C(=O)N=2 | 0
CC(=O)N1CCCC(CCc2ccccc2C)C1 (stereo not given) | -3
CCC1(CC)CC1C(=O)N1CCc2c(C(=O)NCc3ccc4c(c3)OCO4)c(OC)cc(=O)n2CC1 (stereo not given) | 1
Cc1ccc(Cl)cc1NC(=O)CSc1nnc(CNc2ccc(F)cc2)o1 | -5
CCCCSCCCNC(=O)C1CCN(Cc2nc(-c3ccc(CC)cc3)oc2C)CC1 | 3
Cc1cc(=O)oc2cc(NC(=O)[C@H]3O[C@@H]4OC(C)(C)O[C@@H]4[C@H]4OC(C)(C)O[C@H]43)ccc12 | 2
CCN1C(=O)S/C(=C/c2ccc(OC)c(I)c2)C1=O | -3
Cc1ccc(C(=O)Nc2ccc(Cc3ccncc3)cc2)cc1Cl | 12
Clc1cncc(N2CCN(c3ccccc3)CC2)n1 | -9
COc1cccc(Cn2c(CNC(=O)C(C)C)nc3cccnc32)c1 | -3
COc1cc(C)c(S(=O)(=O)n2cccn2)cc1C(C)C | -1
CC(=O)OC1=CN(Cc2ccccc2)S(=O)(=O)c2ccccc21 | -2
O=C1CCN(c2ccc(Cl)cc2)C2c3ccccc3OC(=O)C12 (stereo not given) | -1
Cc1oc2ccc(O)c(CN(C)Cc3ccccc3)c2c1C(=O)Nc1cccc(Cl)c1C | -6
O=C(Nc1ccc(NC(=O)c2cc3ccccc3o2)cc1)c1ccccc1 | 5
Cc1ccccc1CNC(=O)c1coc(COc2ccccc2)n1 | 9
CCOC(=O)c1ccc(NC(=O)CCCc2nc(-c3ccccc3Cl)no2)cc1 | -2
CSCCCN1CCC(N2CCCC(C(=O)NC3CC3)C2)CC1 (stereo not given) | -5
CC(C)NC(=O)C1CCN(c2nc3ccccc3nc2C(F)(F)F)CC1 | 1
COc1ccc(NC(=O)c2c(C)cc(Cl)nc2Cl)cc1 | -9
O=C(Nc1scc(-c2cccs2)c1C(=O)O)c1ccccc1I | 12
COc1ccc(CCC(C)(C)CC(=O)O)cc1 | -1
Cc1ccc(Cc2nnc(NC(=O)N3CCCC(C(C)(C)O)C3)s2)cc1 (stereo not given) | 2
COc1ccc(N2CCN(C(=O)c3cn(C)c4ccc(S(=O)(=O)N5CCOCC5)cc4c3=O)CC2)cc1 | 0
Cc1ccc(NC(=O)C2=C3c4ccccc4S(=O)(=O)N3CC2)cc1 | 4
Cc1ccc(-n2nc(C)c3c(C)cc(=O)n(CC(=O)Nc4ccc(C(C)C)cc4)c32)cc1 | -7
Cc1nnc(N=c2sc(C)nn2C(c2ccccc2)n2nc(C)sc2=Nc2nnc(C)s2)s1 (stereo not given) | 6
CN(CC/C=C1/c2ccccc2CSc2ccccc21)CCCO | -1
CCOC(=O)c1ccc(NC(=O)c2nc(SCc3ccc(F)cc3)ncc2Cl)cc1 | 3
O=C(Cn1nnc(-c2ccccc2)n1)N/N=C/c1cccc([N+](=O)[O-])c1O | -3
CN(C(=O)CSc1nc2ccccc2n1CC(=O)N(C)C1CCCCC1)c1ccc(F)cc1 | -4
FC(F)(F)Oc1ccc(Nc2nc(Nc3nc(-c4ccccc4)cs3)nc(N3CCOCC3)n2)cc1 | 11
Cc1ccc(-c2cc3c(c(OCC4CCCN(C)C4)c2)OCCN(C(=O)Cc2c(C)noc2C)C3)s1 (stereo not given) | 3
CCn1cc(/C=C/C(=O)Nc2ccc(C)cc2Br)cn1 | -2
NC(=O)c1ccc(C2CCCN2C(=O)CCN2Cc3ccccc3C2)s1 (stereo not given) | -2
Cc1ccc(NC(=O)c2sc3nc(-c4ccc5c(c4)OCO5)ccc3c2N)c(C)c1 | 0
CCc1ccccc1N1C(=O)NC(=O)/C(=C\c2ccc(N(CC)CC)o2)C1=O | 3
Cc1sc(NC(=O)c2ccc(F)cc2)c(C(N)=O)c1-c1ccccc1 | 4
COc1ccc(-n2ccnc(NCc3ccccc3Cl)c2=O)cc1OC | 11
Cc1ccc(-c2cc(C(=O)Oc3ccccc3)c3cccc(C)c3n2)cc1 | 6
CCOc1ccc(C(C2C(=O)N=C(SC)NC2=O)C2C(=O)N=C(SC)NC2=O)cc1 (stereo not given) | -13
CCCCCCCSc1nc2sc3c(c2c(=O)n1Cc1ccccc1)CCCC3 | -1
Cc1ccc(CNC(=O)Nc2cc(C(=O)NCc3ccc(C(C)C)cc3)ccc2N2CCCC2)cc1 | -5
Cc1cc(=O)[nH]c2nnc(SCCC(C)C)n12 | -2
Cc1ccc(C(=O)NNC(=O)c2ccccc2C(=O)O)cc1 | -1
COc1cc(CNC(C)(C)C)ccc1OCC(=O)NC(C)(C)C | -5
COc1ccc2c(c1)SCc1ccccc1C2(O)CCCN(C)C (stereo not given) | -6
C=CCn1nnc(NC(=O)c2ccc(-c3ccc(F)c(Cl)c3)o2)n1 | 7
CCOC(=O)N[C@H](Cc1c[nH]c2ccccc12)C(=O)Nc1nc2ccc(C)cc2s1 | 2
N#Cc1nc(COc2ccc(Cl)cc2)oc1NCCc1ccccc1 | 3
O=C(CN1C(=O)c2cccnc2Oc2ccc(Cl)cc21)Nc1cccc(C(F)(F)F)c1 | -1
CCOc1ccc(N=c2sc3ccccc3n2C)cc1 | 0
CCCN(C(=O)c1c(C)oc2ncn(CC(C)C)c(=O)c12)c1ccccc1C | 6
Cc1ccc(-c2nn3cnnc3s2)cc1N | -11
COc1ccccc1OCCSc1nnc(-c2cccs2)n1C | 10
N#CC1C(=N)OC2=C(C(=O)CCC2)C1c1cccc(C(F)(F)F)c1 (stereo not given) | 4
O=C(O)C1CCCCC1C(=O)NCc1ccncc1 (stereo not given) | 5
Cc1nc2ccccc2n1CSCCCc1ccccc1 | 0
COCCOC1CCN(C(=O)CN2C(=O)CC3(CCCC3)CC2=O)CC1 | -1
COc1ccc(C(F)(F)F)cc1N=CCc1nnnn1-c1ccccc1 | -4

Additional entries
SMILES | ROC1-CUL1 inh
Cc1ccc(NC(=O)Cn2c(=O)n(-c3ccc(Cl)c(Cl)c3)c(=O)c3c(C)c(C)sc32)c(C)c1 | 1
Cc1ccc2occ(CC(=O)N(Cc3ccccc3Cl)C3CCS(=O)(=O)C3)c2c1 (stereo not given) | -8
C=CCOc1c(Br)cc(CNc2nccs2)cc1OCC | 10
CCOc1ccc(-n2c3nc(=O)[nH]c(=O)c-3cc3c(Cl)cccc32)cc1 | 12
OC(c1ccccc1)(c1ccccc1)C(O)(c1ccccc1)c1ccc(Br)cc1 (stereo not given) | -8
COc1cc(/C=C2\N=C(c3ccccc3)OC2=O)cc(Br)c1OC(C)=O | 5
COCCC(=O)Nc1cc(C(=O)N2CCCCC2c2cccnc2)cc2nc(-c3ccccc3)n(C)c12 (stereo not given) | -12
CC(=O)c1cccc(NC(=O)CN(c2cc(C)cc(C)c2)S(=O)(=O)c2c(C)noc2C)c1 | -5
Cc1ccc(CNc2ccc(-c3nc(-c4ccncc4)no3)cc2[N+](=O)[O-])cc1 | 10
CCn1cc(-c2cc(C(=O)N3CCCCCC3)c3ccccc3n2)cn1 | 3
CC(=O)NCC(=O)N1CCCC(CCc2cccc(F)c2)C1 (stereo not given) | 8
O=C(O)C(C(=O)/C=C/c1cccc(O)c1)=C1SCCS1 | -4
CCOC(=O)C1CCN(C(=O)Cn2nc(C)n3c(cc4c(OC)cccc43)c2=O)CC1 | 5
Cc1ccc(NS(=O)(=O)c2cc(Br)cc3c2N(C(=O)C2CC2)CC3)cc1C | 7
Cc1ccc2c(Cl)c(C)c(-n3ncc(C#N)c3N)nc2n1 | 4
COc1cc2ccccc2cc1C(=O)Nc1ccc(Cc2ccncc2)cc1 | 4
COc1ccccc1OC(=O)c1cc(Cl)nc2ccccc12 | -7
Cc1c(CC(=O)N(C)C)c2c(n1Cc1ccc(F)cc1)CCCC2=O | 6
Cc1c(C(=O)c2ccc(Cl)c(Cl)c2)sc2nc3cc(F)c(F)cc3n12 | 13
CN1CCCN(C(=O)c2ccccc2Br)CC1 | 0
CCCc1cc(=O)[nH]c(/N=C(\N)Nc2cccc(Cl)c2)n1 | -1
CCOc1ccccc1-c1nc(C(N)=O)c2c(n1)n(-c1ccc3c(c1)OCO3)c(=O)n2C | 7
C=CCn1c(SCc2nc(N)nc(N3CCCCC3)n2)nnc1-c1cccs1 | -4
COC(c1ccc2c(c1)CN(C(=O)C1Cc3ccccc3O1)CCO2)C1CCCCC1 (stereo not given) | 11

From PubChem

The list is partial. The share of hits here may be higher or lower than overall.
